Cardiac RTF inh: cardiac RTF calcium desensitization; P19429+P45379; IANBD-labeled cardiac RTF, Ca2+ fluorescence; inhibition, % at 7.15 µM; actives 0.12% (n = 340,000); AID 493244;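 active means inhibition above the mean inhibition of all tested compounds plus 3 SD, cut at about 17% in these data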;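 further: assay run at fixed EC70 calcium of 1.6 mM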
MOR-DOR inv ag: mu-delta opioid heterodimer inverse agonism; actives 0.21% (n = 340,000); AID 504357; inhibition, % at 9.3 µM; cell-based MOR-DOR heterodimer luminescence; in the data active means inhibition above about 22%, passing the limit was not always enough;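 further: 0% = cells with DMSO and 100% = wells without cells with DMSO; values of inactives mirror those of a sister screen read the other way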
Target sequence (P35372 whole entry, looked up): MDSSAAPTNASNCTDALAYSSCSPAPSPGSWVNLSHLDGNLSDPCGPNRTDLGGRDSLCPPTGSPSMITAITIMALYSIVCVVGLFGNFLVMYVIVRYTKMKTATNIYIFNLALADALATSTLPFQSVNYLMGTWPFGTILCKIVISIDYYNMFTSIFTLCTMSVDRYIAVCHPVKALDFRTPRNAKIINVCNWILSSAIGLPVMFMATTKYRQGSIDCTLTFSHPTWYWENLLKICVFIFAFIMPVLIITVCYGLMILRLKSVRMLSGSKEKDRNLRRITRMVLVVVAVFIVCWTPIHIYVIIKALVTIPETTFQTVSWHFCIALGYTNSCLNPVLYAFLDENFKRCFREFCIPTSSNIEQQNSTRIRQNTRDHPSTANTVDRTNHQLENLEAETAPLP
Target sequence (P41143 whole entry, looked up): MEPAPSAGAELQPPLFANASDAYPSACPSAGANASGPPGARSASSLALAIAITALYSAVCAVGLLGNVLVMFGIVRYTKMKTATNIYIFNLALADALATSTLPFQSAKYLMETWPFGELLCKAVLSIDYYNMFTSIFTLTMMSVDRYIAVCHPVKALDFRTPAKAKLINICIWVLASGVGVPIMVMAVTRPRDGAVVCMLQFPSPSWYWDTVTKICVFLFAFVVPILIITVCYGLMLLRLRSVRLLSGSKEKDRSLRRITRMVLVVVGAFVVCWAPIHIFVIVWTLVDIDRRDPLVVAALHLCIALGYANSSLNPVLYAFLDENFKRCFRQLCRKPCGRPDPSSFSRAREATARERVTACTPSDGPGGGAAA
C-LANA FP: inhibitors of KSHV LANA C-terminal domain DNA binding. MBP-C-LANA/FAM-LBS DNA binding, fluorescence polarization. inhibition, % at 9 µM. actives 0.078% (n = 340,000);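 active means highest replicate inhibition at or above 60% at 9 µM, even if other replicates fall short; inactive means all replicates below 60% inhibition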;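 further: 0% = neutral control wells and 100% = 4 µM acridine orange control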
cardiac RTF act: increases calcium sensitivity of human cardiac regulated thin filaments; IANBD-labeled TnC RTF fluorescence at EC20 calcium; 0% EC20 calcium, 100% full calcium; AID 493008; activation, % at 7.2 µM; actives 0.24% (n = 340,000);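 active means activation above the mean over all tested compounds plus 3 SD, cut at about 30% in these data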;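 further: rise in fluorescence read as greater calcium sensitivity of cardiac thin filaments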
HTR5A ag ctr: HTR5A agonism, opioid heterodimer counter-screen; P47898; HTR5A agonist assay, luminescence, cell-based; activation, % at 9.3 µM; actives 0.61% (n = 340,000); AID 504692; in the data active means activation mostly above about 9.5%, no sharp cut-off; inactive means mostly below about 7.6%;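 further: 0% = cells with vehicle only and 100% = reference agonist; strong numbers were not always called active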
OPRM1-OPRD1 ag: OPRM1-OPRD1 heterodimerization agonism; activation, % at 9.3 µM; actives 0.3% (n = 340,000); cells, luminescence; P35372+P41143; in the data active means activation above about 18%;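 further: 0% = vehicle-treated cells and 100% = reference agonist; values of inactives mirror those of a sister screen read the other way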
HTR5A inv ctr: HTR5A inverse agonism, opioid heterodimer counter-screen. AID 504634. inhibition, % at 9.3 µM. HTR5A cell line, luminescence. actives 0.083% (n = 340,000). P47898; in the data active means inhibition mostly above about 23%, no sharp cut-off; inactive means mostly below about 18%;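 further: 0% = cells with DMSO and 100% = no-cell wells with DMSO; some compounds called inactive have numbers as strong as hits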
CAL PDZ FP: blocks peptide binding to the human CAL PDZ domain; AID 602252; purified CAL PDZ, TMR-peptide fluorescence polarization, 1 h; inhibition, % at 24.9 µM; actives 0.92% (n = 300,000);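 active means mean inhibition of at least 30% with at least half of replicates also reaching 30%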;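 further: 0% = DMSO neutral control and 100% = excess unlabeled competitor peptide PRC23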
Keap1 Nrf2 FP: inhibitors of human Keap1-Nrf2 protein-protein interaction; Keap1 Kelch-Nrf2 peptide fluorescence polarization, 1536-well; actives 0.15% (n = 340,000); inhibition, % at 9.4 µM; in the data active means inhibition above about 12%;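 further: human Keap1 Kelch domain with fluorescein labeled Nrf2 9mer peptide probe; 0% = neutral control wells and 100% = peptide positive control; higher means more block of Keap1 binding to Nrf2 peptide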
V-ATPase pHluor: yeast V-ATPase proton transport regulation by pHLuorin; S. cerevisiae, pHLuorin cytosolic pH fluorescence; response, % at 10 µM; actives 0.37% (n = 350,000); AID 504577; in the data active means response mostly above about 7.3%, no sharp cut-off; inactive means mostly below about 5.4%; further: actives read high; inactives centre near 0; some compounds called inactive have numbers as strong as hits; reference of the scale not given here
Active calls of the source: *; / = not tested or not shown.

Results follow in this order: Cardiac RTF inh	MOR-DOR inv ag	C-LANA FP	cardiac RTF act	HTR5A ag ctr	OPRM1-OPRD1 ag	HTR5A inv ctr	CAL PDZ FP	Keap1 Nrf2 FP	V-ATPase pHluor
1	COc1ccc(N=Nc2nc(-c3ccccc3)c(-c3ccccc3)[nH]2)cc1
  -9	1	1.9	2	-3	-0.2	-18	-3	-3	0
2	CN(NC(=S)Nc1ccc(OC(F)F)cc1)C(=S)Nc1ccc(OC(F)F)cc1
  -12	-11	0.1	4	2	2.2	-30	0	-3	5
3	CCCOc1ccc(/C(O)=C2/C(=O)C(=O)N(c3ccccn3)C2c2ccc(OC)cc2)cc1C (stereo unspecified)
  -10	4	-5.8	8	-2	-0.8	7	0	-5	1
4	CCCN(CCC)CCNC(=O)c1cc2c(C)nc3ccccc3c2o1
  -2	5	-12	-4	3	-1.0	-26	-2	-2	-1
5	CCC(C)C(Nc1ncnc2scc(-c3ccccc3)c12)C(=O)O (stereo unspecified)
  1	5	-2.4	2	3	-1.0	-1	/	-1	4
6	Cc1cc(NC(=O)CSc2ccc(F)cc2)no1
  1	7	-0.5	2	2	-1.4	-5	/	3	7
7	CCOC(=O)C1(CCc2ccccc2)CCN(C(=O)CN2C(=O)CSC2=O)CC1
  0	16	0.6	7	-1	-3.2	28	-14	2	-1
8	COc1ccc(OC)c(NC(=O)C2C3CC4OC(=O)C2C4C3)c1 (stereo unspecified)
  7	5	-1.6	-5	5	-1.3	7	6	-7	1
9	O=C(NC1CCCCC1)C(c1ccc(F)cc1)N(CCc1ccccc1)C(=O)CN1C(=O)c2ccccc2S1(=O)=O (stereo unspecified)
  -3	2	0.2	14	1	-0.3	-5	-18	2	1
10	CN(C)C(=O)CN(C)S(=O)(=O)c1ccc(Cl)cc1
  -5	18	-1.0	3	-1	-3.4	4	/	-3	1
11	O=C(Nc1ccccc1C(=O)O)/C(=C/c1ccc([N+](=O)[O-])cc1)NC(=O)c1ccc(Br)o1
  -8	9	2.8	1	11	-1.7	-11	/	0	-2
12	COc1ccc(OC)c(NC(=S)NCCSc2ccc(C)cc2)c1
  3	-12	-0.9	-1	1	2.3	20	-1	1	4
13	O=C(Nc1ccn(Cc2cccc3ccccc23)n1)c1cccnc1
  8	10	-0.5	0	1	-2.1	13	-6	-1	5
14	Cc1ccc2c(COC(=O)c3ccccc3Cl)cc(=O)oc2c1
  4	-23	-1.0	0	6	3.1	-17	4	-5	-2
15	Cc1nc(N)sc1N=Nc1ccccc1C(F)(F)F
  -9	-22	-1.8	-8	0	4.0	2	10	-4	0
16	O=C(Cn1cncn1)NCc1cccc(OC(F)F)c1
  0	8	-0.3	-1	2	-1.1	-6	1	-2	3
17	Cc1ccc(S(=O)(=O)NCCc2cccs2)cc1
  0	15	1.5	3	-2	-3.0	-9	/	-3	-4
18	Cc1cc(C)n(CCOc2ccc(Br)cc2)n1
  -26	12	1.2	1	-1	-2.6	2	-3	-3	1
19	CSc1nc(Sc2ccccc2)c2ccccc2n1
  -11	-11	0.2	-2	-3	2.0	-42	-2	0	6
20	Cc1nc(Nc2ccc3c(c2)OCCO3)c2oc3ccccc3c2n1
  -2	-10	1.4	1	-2	1.7	-7	1	-8	-2
21	c1ccc(-n2c(SCc3ccncc3)nnc2-c2ccco2)cc1
  -1	14	-0.3	-2	-4	-3.4	6	/	0	1
22	COC(=O)c1ccc(/C=N/OCC(=O)NCc2ccc(F)cc2)cc1
  -4	9	-1.3	1	3	-1.8	-18	3	-4	-3
23	COc1ccc(N(CC(=O)NCCc2cccc(C)c2)S(=O)(=O)c2c(C)noc2C)cc1
  2	3	0.5	-1	-3	-0.7	12	-2	2	-1
24	CCN(CC)C(=O)CCn1nc(-c2ccc(C)cc2)c2ccccc2c1=O
  -6	21	-2.6	14	-1	-4.5	2	-9	0	-4
25	CCC(C)NC(=O)CN(c1cc(Cl)cc(Cl)c1)S(C)(=O)=O (stereo unspecified)
  -7	6	-0.8	6	-6	-1.1	14	0	-2	0
26	CSc1ncc(Cl)c(C(=O)Nc2cccc(Cl)c2)n1
  -12	-10	-0.4	6	1	2.2	-5	-11	2	2
27	COC(=O)c1ccccc1NC(=O)CN1CCCCC1
  -6	-13	-0.9	-5	1	2.6	-2	-4	7	12*
28	CCOC(=O)Cc1csc(NC(=O)CSc2cc(Cl)ccc2Cl)n1
  3	13	-0.4	0	7	-2.4	-18	/	-2	1
29	CCOC(=O)c1c(NC(=O)c2nn(CC)cc2Br)c(C#N)nn1-c1ccccc1
  0	7	-0.2	4	-6	-1.3	-8	-3	0	2
30	Cc1cc(C)c2nc(-c3cccnc3)cc(C(=O)NC(C)c3cnn(C)c3C)c2c1 (stereo unspecified)
  0	9	-0.4	2	0	-1.9	-1	-1	-1	4
31	CC(=NCc1cccnc1)C1=C(O)c2ccccc2C1=O
  -3	9	0.3	-1	5	-1.7	-16	-6	-7	6
32	COc1ccc(OCc2cc(C(=O)NCCc3ccccc3)no2)c(Cl)c1
  -4	10	-0.4	-2	4	-1.9	6	-5	0	0
33	CCCNC(=O)CNC(=S)N(Cc1cc(OC)c(OC)c(OC)c1)C1CCCC1
  0	15	0.7	-4	8	-3.0	9	-4	0	2
34	O=C(c1c[nH]c(C(=O)C(Cl)(Cl)Cl)c1)c1ccccc1Br
  2	16	1.8	-3	-2	-2.9	6	-6	0	1
35	O=C(Nc1ccon1)c1sc2cc(F)ccc2c1Cl
  0	-19	-1.4	6	3	4.6	-16	/	1	4
36	C[C@H](O)c1[nH]c2cc(F)ccc2c1[C@H](C)O
  -1	10	0.1	14	2	-1.8	-19	-2	-6	8
37	CCOc1ccc(NC(=O)CN2CCN(CC(=O)Nc3ccccc3OC)CC2)cc1
  -8	17	-0.5	-2	-4	-3.7	14	123*	1	-1
38	COC(=O)Cn1c(O)c(N=NC(=O)c2ccc3c(c2)OCO3)c2ccccc21
  -1	7	-0.8	5	3	-1.4	-10	-2	4	-3
39	Cc1cc2cc(CNC(=O)c3ccc(S(=O)(=O)N4CCCCC4)cc3)ccc2n1C
  -10	13	0.5	3	11	-2.1	-33	/	-6	0
40	COc1cc(/C=C/C(=O)Nc2nc3ccc(S(=O)(=O)NC(C)C)cc3s2)cc(OC)c1OC
  -6	15	-1.6	-1	0	-3.0	-8	0	-1	-2
41	COc1cc(-c2nc(-c3ccncc3)no2)cc(OC)c1OC
  -7	-8	-0.2	0	9	1.3	-33	1	-3	-4
42	COc1cnc(-c2ccccn2)nc1Oc1ccc(C(C)(C)C)cc1
  -1	-8	-1.5	-7	3	1.5	-11	2	-3	-1
43	COc1ccc(C(C)(C)C)cc1NC(=O)CN1C(=O)C(=O)N(Cc2ccco2)C1=O
  11	-6	0.3	-5	-1	1.5	2	3	-2	-2
44	CCC(CC)c1nn2c(N)c(/C=C3\C=Nc4ccccc43)c(=O)nc2s1
  -6	-7	1.4	-1	1	1.3	-37	0	-1	-1
45	CC(=O)c1ccc(NS(=O)(=O)c2ccc3c(c2)N(C(C)=O)CCO3)cc1
  -9	14	-0.2	3	4	-2.8	-15	-3	2	-1
46	CC(=O)c1ccc(NC(=O)/C(=C\c2ccccc2)NC(=O)/C=C/c2ccccc2)cc1
  -1	3	1.9	4	-2	-0.5	3	-3	-4	-3
47	O=C(COC(=O)c1ccc(F)c(S(=O)(=O)N2CCOCC2)c1)NCCc1ccc(F)cc1
  3	-8	1.2	-10	-1	1.5	3	/	-2	-3
48	O=C1c2ccccc2-c2c1cccc2C(=O)N1CCOCC1
  1	-10	1.4	0	2	1.8	-6	1	-1	0
49	CCCC(=O)Nc1ccc(C(N)=O)cc1
  -11	9	0.8	-2	-1	-1.5	2	-5	-5	0
50	COc1ccc(CCNC(=O)COC(=O)COc2ccc(Cl)cc2)cc1OC
  -4	4	0.2	-4	6	-0.5	8	2	-2	-2
51	CC(C)Cn1c(-c2nn(C)cc2Cl)n[nH]c1=S
  6	7	-0.5	-1	-4	-1.2	-6	-3	-3	4
52	Cc1cccnc1NC(=O)C1CCN(S(=O)(=O)c2ccc3ccccc3c2)CC1
  -7	0	2.2	7	0	0.1	14	-2	-6	7
53	CCc1cccc(C)c1NC(=O)CSc1nc(C)c(C)o1
  3	23	1.1	-8	-1	-4.4	3	/	-9	-1
54	COc1ccc(/C=C/c2cc(-c3ccc(C)cc3)o[n+]2C)cc1
  -4	-9	-3.3	-1	1	1.8	-3	/	3	1
55	COc1ccc(N2C(=O)C(CN3CCN(C)CC3)C2c2ccccc2)cc1 (stereo unspecified)
  4	10	-1.5	-4	1	-2.0	22	/	1	-4
56	COc1ccc(S(=O)(=O)N2CCCCC2)cc1NC(=O)c1cnc(C)cn1
  -2	5	-0.9	-3	-1	-1.2	3	4	-6	-1
57	CN=C1c2ccccc2CN1c1cccc(C(=O)OC)c1
  -4	0	-0.2	4	-1	0.0	3	-3	-3	7
58	CCCCCn1c(SCCOCC)nc2c1c(=O)[nH]c(=O)n2C
  0	-1	0.3	-4	-4	0.2	-7	-7	2	-4
59	O=C1c2ccccc2[C@@H]2C[C@@H](O)[C@H](Nc3cccc(C(F)(F)F)c3)CCN12
  -5	13	-0.2	-2	-3	-2.6	10	18	-2	2
60	O=C(CCNC(=O)c1ccc([N+](=O)[O-])cc1)NCc1cccs1
  -1	-11	-0.5	-2	1	2.2	-5	/	-4	-2

Additional records.
Results follow in this order: Cardiac RTF inh	MOR-DOR inv ag	C-LANA FP	cardiac RTF act	HTR5A ag ctr	OPRM1-OPRD1 ag	HTR5A inv ctr	CAL PDZ FP	Keap1 Nrf2 FP	V-ATPase pHluor
61	Cc1cc(C(=O)Cn2nnc(-c3ccc(Cl)cc3)n2)c(C)n1CC1CCCO1 (stereo unspecified)
  -4	3	-1.8	-1	3	-0.6	-54	1	3	-1
62	CCCc1nc(Nc2nc3ccccc3o2)nc(C)c1C(=O)OCC
  1	7	-0.8	1	3	-1.4	-5	-6	-5	-3
63	O=C(Cc1ccccc1)NC1(Cc2ccc(O)cc2)CCCCC1
  -4	16	-1.1	10	-3	-3.1	7	-2	-3	-3
64	Cc1ccc(NCC(O)C(O)C(O)CO)c(N=Nc2ccccc2)c1C (stereo unspecified)
  -11	13	-0.7	-5	-7	-2.5	1	-2	-3	3
65	COc1ccc(Cl)cc1Nc1nc(-c2sc(NC(=O)CC(C)C)nc2C)cs1
  -4	9	-1.7	10	3	-1.5	-19	1	-4	-2
66	N#CCCN1CCN(Cc2ccccc2)CCC1=O
  -4	12	-0.6	14	6	-2.1	-6	-1	-6	0
67	CC(=O)Nc1ccc2oc(-c3cc(F)c(F)cc3Cl)nc2c1
  -5	-5	-3.5	7	8	1.0	-4	-1	-2	3
68	O=C(Nc1ccncc1)c1ccc2c(c1)S(=O)(=O)c1ccccc1C2=O
  3	-33	0.1	3	2	5.7	11	-4	-7	5
69	CSc1ncccc1C(=O)NCC12CC3CC(CC(C3)C1)C2
  -2	16	0.1	2	4	-3.3	-21	-2	-4	0
70	Fc1ccc(C(c2nnnn2C2CCCC2)N2CCN(Cc3ccccc3)CC2)cc1 (stereo unspecified)
  -5	3	-1.3	-2	18*	-0.6	-40	1	-7	-5

Nothing new here: entries from further up.
Results follow in this order: Cardiac RTF inh	MOR-DOR inv ag	C-LANA FP	cardiac RTF act	HTR5A ag ctr	OPRM1-OPRD1 ag	HTR5A inv ctr	CAL PDZ FP	Keap1 Nrf2 FP	V-ATPase pHluor
61	Cc1cc(C(=O)Cn2nnc(-c3ccc(Cl)cc3)n2)c(C)n1CC1CCCO1 (stereo unspecified)
  -4	3	-1.8	-1	3	-0.6	-54	1	3	-1
62	CCCc1nc(Nc2nc3ccccc3o2)nc(C)c1C(=O)OCC
  1	7	-0.8	1	3	-1.4	-5	-6	-5	-3

From PubChem
